Screening data: PubChem BioAssay, NCI
Growth percent in the NCI-60 one-dose screen (48 h, 10 µM unless noted): 100 = growth as untreated, 0 = no growth, -100 = all killed.
OVCAR-3: OVCAR-3 ovarian cancer | AID 1794787 | actives 7% (n = 79,000)
NCI/ADR-RES: NCI/ADR-RES ovarian cells | AID 1794790 | actives 4.4% (n = 81,000)
SK-OV-3: SK-OV-3 ovarian cancer cells; actives 3.2% (n = 80,000); AID 1794785
NCI-H226: NCI-H226 lung cancer; AID 1794732; actives 3.5% (n = 79,000)
OVCAR-4: OVCAR-4 ovarian cancer cells. actives 3.7% (n = 80,000). AID 1794784
NCI-H23: NCI-H23 lung cancer. actives 4% (n = 80,000). AID 1794731
IGROV1: IGROV1 ovarian cancer; actives 4.7% (n = 79,000); AID 1794786
OVCAR-5: OVCAR-5 ovarian cancer | actives 2.9% (n = 82,000)
SN12C: SN12C renal cancer cells; actives 3.8% (n = 81,000); AID 1794767
* hit, by the source's call; · = not tested or not shown; & = joins results of further samples. The calls were made as follows: active = growth percent below 10; inactive = the rest.

The opening 6 entries, ahead of the listing:
SMILES	OVCAR-3	NCI/ADR-RES	SK-OV-3	NCI-H226	OVCAR-4	NCI-H23	IGROV1	OVCAR-5	SN12C
C=CCC(NC(=O)Cc1ccccc1)C(=O)OCC (stereo not given)	109	108	102	98	103	100	96	97	101
C#CCNC(=O)[C@]12CC[C@@H](C(=C)C)[C@@H]1[C@H]1CC[C@@H]3[C@@](C)(CCC#N)[C@H](C(=C)C)CC[C@@]3(C)[C@]1(C)CC2	73	81	87	58	57	73	81	84	75
COc1cc2c(cc1O)[C@@]1(C)[C@H](c3ccccc3Br)OC(=O)N1CC2	94	84	107	84	77	94	111	121	88
Cc1ccccc1N(C)c1nc(N)nc2[nH]ncc12	102	112	121	112	107	104	116	104	105
Cc1cccc(NC(=O)Nc2cccc(-c3cc(=O)c4ccccc4o3)c2)c1	102	87	108	89	90	93	96	102	89
Cc1ccc(S(=O)(=O)Nc2ccccc2C(=O)NO)cc1	112	112	109	101	109	107	105	109	100

The listing, previewed entries included:
SMILES	OVCAR-3	NCI/ADR-RES	SK-OV-3	NCI-H226	OVCAR-4	NCI-H23	IGROV1	OVCAR-5	SN12C
C=CCC(NC(=O)Cc1ccccc1)C(=O)OCC (stereo not given)	109	108	102	98	103	100	96	97	101
C#CCNC(=O)[C@]12CC[C@@H](C(=C)C)[C@@H]1[C@H]1CC[C@@H]3[C@@](C)(CCC#N)[C@H](C(=C)C)CC[C@@]3(C)[C@]1(C)CC2	73	81	87	58	57	73	81	84	75
COc1cc2c(cc1O)[C@@]1(C)[C@H](c3ccccc3Br)OC(=O)N1CC2	94	84	107	84	77	94	111	121	88
Cc1ccccc1N(C)c1nc(N)nc2[nH]ncc12	102	112	121	112	107	104	116	104	105
Cc1cccc(NC(=O)Nc2cccc(-c3cc(=O)c4ccccc4o3)c2)c1	102	87	108	89	90	93	96	102	89
Cc1ccc(S(=O)(=O)Nc2ccccc2C(=O)NO)cc1	112	112	109	101	109	107	105	109	100
O=C(O)Cn1cnc2c(=S)nc[nH]c21	·	126	108	102	103	121	·	140	96
O=C1C2CC=CCC2C(=O)N1c1nccs1 (stereo not given)	122	107	110	102	·	110	111	109	110
CCOC(=O)c1cc(-c2cccc3ccccc23)nc2ccccc12	103	110	106	101	122	94	76	111	108
N#Cc1c(-c2cccs2)cc(-c2ccccc2Br)[nH]c1=O	107	111	104	105	105	104	105	112	102
N#Cc1c(-c2cccc(F)c2)cc(-c2ccncc2)[nH]c1=O	99	106	108	98	109	100	109	97	97
Oc1ccc2ccccc2c1C1NNC(=S)N1 (stereo not given)	59	26	102	84	34	71	68	104	79
CCCS(=O)(=O)Nc1ccc(C(=O)CC2(O)C(=O)Nc3ccccc32)cc1 (stereo not given)	·	103	113	97	106	100	105	104	103
CC(C)OC(=O)c1ccc(NC(=O)CN2CCOCC2)cc1	101	101	89	100	103	96	108	99	103
CN1CCN(C)c2ccncc2C1=O	111	109	105	·	119	107	119	105	115
CCCC(=O)N(CCC(C)C)c1ccccc1	106	111	101	111	94	112	98	96	97
C#CCCOC(=O)Nc1ccccc1	95	99	98	95	93	97	99	99	103
COc1cc(NC2=C(Cl)C(=O)c3nc(C)ccc3C2=O)cc(OC)c1	·	-1.3*	94	69	-93*	-56*	-23*	22	-63*
CCCN1CCN(CCCO)CC1C (stereo not given)	107	101	101	98	115	100	106	101	95
O=C(O)c1ccc(COc2ccc([N+](=O)[O-])cc2Cl)cc1	96	101	110	93	116	100	104	103	100

Two entries from above in another layout.
O=C1C2CC=CCC2C(=O)N1c1nccs1 (stereo not given)
  OVCAR-3: 122
  NCI/ADR-RES: 107
  SK-OV-3: 110
  NCI-H226: 102
  OVCAR-4: ·
  NCI-H23: 110
  IGROV1: 111
  OVCAR-5: 109
  SN12C: 110
CCOC(=O)c1cc(-c2cccc3ccccc23)nc2ccccc12
  OVCAR-3: 103
  NCI/ADR-RES: 110
  SK-OV-3: 106
  NCI-H226: 101
  OVCAR-4: 122
  NCI-H23: 94
  IGROV1: 76
  OVCAR-5: 111
  SN12C: 108

More structures:
SMILES	OVCAR-3	NCI/ADR-RES	SK-OV-3	NCI-H226	OVCAR-4	NCI-H23	IGROV1	OVCAR-5	SN12C
COc1cccc(/C=C2/C[C@]3(C)[C@H]4CC[C@@H]5[C@@H]([C@@](C)(O)CC/C=C/C(C)C)CC[C@@]5(C)[C@]4(C)CC[C@H]3C(C)(C)C2=O)c1OC	95	104	106	90	87	91	103	102	92
CCOC1=C(c2ccccc2)Oc2ccccc2-n2c(C#N)c3ccccc3c21	105	93	96	104	101	101	99	95	103
O=C(Nc1ncc(Cc2ccccc2)s1)C1=NCCCN1	108	98	102	99	113	93	100	90	98
CCCCCCCCCc1ccc(OC(=O)CCl)cc1	103	103	109	99	107	94	106	116	109
Cc1ccc(NC2=C(Cl)C(=O)c3nc(C)ccc3C2=O)cc1	-77*	31	89	38	-98*	-31*	-75*	-12*	-70*
CCc1ccc(Oc2cn[nH]c2-c2ccc(OCCc3ccc(F)cc3)cc2O)cc1	89	89	102	97	89	93	97	91	95
O=[N+]([O-])c1cccc(Nc2n[nH]c(-c3ccccc3)n2)c1	75	83	78	70	66	71	61	87	83
CC1CCN(C(=O)c2ccccc2)CC1	131	105	110	103	102	106	95	96	107
O=C1/C(=C/c2ccc(Cl)cc2)Sc2ccc(F)cc21	114	86	94	82	96	80	64	96	92
N#CCCCC1(CCCC#N)OCCO1	110&116	101&96	107&100	·	108&101	98&97	113&116	104&100	102&100
CCOC(=O)c1c[nH]c2c(Cl)c3nnn(OCC)c3cc2c1=O	110	86	102	110	112	84	·	86	112
COc1ccc(Oc2c(I)cc(CC(NC(C)=O)C(=O)O)cc2I)cc1 (stereo not given)	99	62	105	73	89	62	106	92	84
C/C(=C(/C)C1CC1CCN(C(=O)c1ccccn1)S(=O)(=O)c1ccc(C)cc1)C1CCCCC1 (stereo not given)	108	82	101	97	84	84	103	93	98
O=C(O)COc1cccc(C(=O)/C=C/c2ccc(Br)cc2)c1	118	110	113	108	112	·	114	122	99
Cc1ccc(S(=O)(=O)c2ccc3[nH]c(=O)[nH]c(=O)c3c2)cc1	110	107	97	·	98	102	104	107	98
CCCCCCCCCCCCCCCCCC(=O)NCc1ccc(OC)cc1	121	106	106	97	119	105	110	101	95
COC1OC(COCc2ccc(Cl)cc2)C(OCc2ccc(Cl)cc2)C1O (stereo not given)	101	95	95	97	89	98	104	97	101
O=S(=O)(c1ccc(C(F)(F)F)cc1)N1CCN(c2nccc(-c3c(-c4cccc(F)c4)nc4sccn34)n2)CC1	94	73	131	72	70	90	68	108	82
COc1ccc2c(-c3cc4c(oc3=O)-c3ccccc3OC4OC(C)=O)cc(=O)oc2c1 (stereo not given)	89	73	63	82	57	80	63	72	84
Cc1cc(OCCCC(=O)O)ccc1Cl	98	100	114	90	107	104	·	98	104
CCS(=O)(=O)Oc1ccc(-c2cn3ccoc3n2)cc1	·	108	109	103	103	102	107	98	101
COc1ccc(C(=O)Nc2nc(-c3ccc(Cl)cc3)cs2)cc1	111	120	87	96	108	114	112	87	101
O=C(O)c1ccc(CN2C(=O)NC3(C2=O)c2ccccc2-c2ccccc23)cc1	107	95	85	89	98	99	96	88	·
CC(C)(C)OC(=O)N1CC=CCN(OCc2ccccc2)S1(=O)=O	106	108	104	·	109	102	104	111	94
S=C(NCCCN1CCOCC1)NCCCN1CCOCC1	112	116	109	102	103	113	96	120	111
S=C(N/N=C\c1cccs1)N/N=C/c1cccs1	116	85	129	101	82	91	84	118	91
Nc1nc(N)c2c(ccc3c2ccn3Cc2cccc([N+](=O)[O-])c2)n1	-94*	22	-100*	-87*	-79*	-75*	-90*	-97*	-84*
CC(C)(C)n1cc(-c2ccnc(NCCNS(=O)(=O)c3ccc(O)cc3)c2)c(-c2cccc(O)c2)n1	114	107	116	102	94	99	112	97	98
CCOC(=O)c1c(Nc2ccccc2)nn2c(-c3ccc(OC)cc3)c(C#N)cnc12	132	92	110	106	97	·	98	99	100
O=Nc1c(-c2cccc([N+](=O)[O-])c2)nc2ncccn12	45	97	101	102	87	83	41	94	92
O=C(CCl)Nc1ccc(Cc2ccc(NC(=O)CCl)cc2)cc1	-33*	2.8*	62	-16*	27	-10*	-46*	9.6*	32
CN(C)c1ccc(N=Cc2ccccc2)cc1	115	103	112	105	98	88	117	104	·
COc1cc(C(=O)OCCN2CCN(C)CC2)cc(OC)c1OC	112	105	102	96	113	96	103	108	90
CN1CCN(c2ccc(-c3cccc(CN4CCOCC4)c3)cc2NC(=O)c2c[nH]c(=O)cc2C(F)(F)F)CC1	96	96	98	90	98	91	101	96	76
O=C1[C@H]2CCCCCCCCC[C@H]1[C@]1(O)C[C@@H]2[C@H]2CO[C@@H]1O2	·	101	106	91	106	93	97	99	101
Nc1ncnc2c1ccn2-c1cccc(NC(=O)NS(=O)(=O)c2ccc(Cl)cc2)c1	123	105	98	119	106	102	124	94	111
COc1ccc(-c2cs/c(=N\N=C\c3ccc(F)cc3)n2-c2ccccc2)cc1	88	70	85	88	100	92	84	94	93
COc1ccc(/C=C2\CN(Cc3cn(CCNc4ccnc5cc(Cl)ccc45)nn3)C/C(=C\c3ccc(OC)c(OC)c3)C2=O)cc1OC	-14*	103	4.3*	17	30	48	7.3*	18	-0.7*
CC(Br)C(Br)c1cc2c(cc1Br)OCO2 (stereo not given)	107	99	84	99	105	96	97	99	110
CC1(C)CC[C@]2(C(=O)NCCCCCCN(CCC#N)CCC#N)CC[C@]3(C)C(=CC[C@@H]4[C@@]5(C)CCC(=O)C(C)(C)[C@@H]5CC[C@]43C)[C@@H]2C1	100	100	104	97	103	89	104	100	97
Cn1ncc2c(NCCO)ncnc21	106	105	96	98	107	102	104	105	100
CCOC(=O)c1cnc2cc(Cl)c(F)cc2c1Nc1cccc(S(=O)(=O)NC)c1	109	92	98	90	93	92	92	91	97
Cc1cc(NC(=O)c2cccc(C(F)(F)F)c2)ccc1-n1ccc2c(NC(=O)c3ccccc3)nccc21	96	102	108	112	97	95	93	98	94
CC(=O)OC[C@]12CC[C@@H](c3cn(Cc4ccc(Cn5cc([C@@H]6CC[C@]7(COC(C)=O)CC[C@]8(C)[C@H](CC[C@@H]9[C@@]%10(C)CC[C@H](OC(C)=O)C(C)(C)[C@@H]%10CC[C@]98C)[C@@H]67)nn5)cc4)nn3)[C@@H]1[C@H]1CC[C@@H]3[C@@]4(C)CC[C@H](OC(C)=O)C(C)(C)[C@@H]4CC[C@@]3(C)[C@]1(C)CC2	97	102	100	96	109	98	105	102	106
Cc1cc(NC(=O)c2ccc(N)cc2)ccc1N=Nc1ccc2c(O)c(N=Nc3ccc(Cl)c(S(=O)(=O)O)c3)c(S(=O)(=O)O)cc2c1	86	76	89	82	106	70	73	92	102
CC[C@]1(O)C[C@@H]2CN(Cc3c([nH]c4ccccc34)[C@@](C(=O)OC)(c3cc4c(cc3OC)N(C)[C@H]3[C@@](O)(C(=O)OC)[C@H](OC(C)=O)[C@]5(CC)[C@@H]6C[C@@H]6CN6CC[C@]43[C@@H]65)C2)C1	·	94	15	50	35	26	37	51	34
O=C(/C=C/c1ccc([N+](=O)[O-])cc1)c1ccc(Cl)cc1	102	102	96	92	84	97	82	95	99
Cc1ccc2c(c1)S(=O)(=O)N(C)C(c1ccccc1)=C2	111	97	112	96	97	98	109	103	109
CCCCCc1cc(Cl)c(O)c(CCCCC)c1	113	110	85	95	111	102	93	103	·
CCCCCC[C@@H](O)C/C=C\CCCCCCCC(=O)OCCOC	112	104	114	101	98	101	114	103	98
Cc1cccc(NC(=O)[C@@H]2c3ccccc3C(=O)N(c3ccc(F)cc3)[C@H]2c2ccc(F)cc2)n1	90	70	68	72	77	73	77	86	89
CC(=O)Cc1cc(-c2cc(CC(C)=O)nc(N)n2)nc(N)n1	120	103	104	99	105	101	112	110	101
CC(/C=C1\SC(=S)N(CCC(=O)NC(Cc2c[nH]c3ccccc23)C(=O)O)C1=O)=C\c1ccccc1 (stereo not given)	102	108	82	114	93	107	100	118	94
CC1=C(C(=O)Nc2ccc(F)cc2)C(c2ccc(Cl)cc2)C2=C(CC(C)(C)CC2=O)N1 (stereo not given)	90	88	101	84	78	86	90	93	87
Cc1ccc(Nc2nc(N)nc(N)c2N)cc1	·	109	93	96	101	102	99	108	106
Oc1ccc(Nc2ccccc2)cc1	94	88	98	93	71	86	101	123	90
C/C(=C\C(=O)Nc1ncn[nH]1)Nc1ncn[nH]1	108	104	96	100	101	101	104	108	96
CC(C)c1ccc2c(c1)CC[C@H]1[C@](C)(C(=O)OCC#CCN3CCCC3)CCC[C@]21C	78	82	88	82	64	61	90	86	72
CCN(CC)CCOC(=O)Nc1c(Cl)cccc1Cl	115	114	111	101	112	112	121	122	107
O=C(O)c1ccc[nH]1	119	99	109	88	101	101	106	117	104

More entries follow:
SMILES	OVCAR-3	NCI/ADR-RES	SK-OV-3	NCI-H226	OVCAR-4	NCI-H23	IGROV1	OVCAR-5	SN12C
NS(=O)(=O)Cc1ccccc1	128	112	111	101	112	106	117	117	105
CCN(CC)CCC(CNc1c(C)cnc2cc(Cl)ccc12)c1ccccc1 (stereo not given)	90	94	96	97	80	87	92	78	94
CC(C)CC(NC(=O)OCc1ccccc1)C(=O)NCC(=O)NCC(=O)OCc1ccccc1 (stereo not given)	107	102	95	106	95	104	99	114	103
COc1ccc(-c2c3c(nn2-c2ccccc2)CCc2cnoc2-3)cc1OC	88	84	119	100	89	91	105	98	89
Cc1cc2ncn(CC(=O)NN)c2cc1C	104	114	104	97	106	107	107	103	106
N#Cc1c(NC(=O)c2cccc(C(F)(F)F)c2)sc2c1CCC(O)=C2	37	19	40	55	29	22	34	119	·
